Screening results as filed in PubChem BioAssay.
FN deposition inh – fibronectin deposition inhibition; AH1F fibroblasts, Alexa488-fibronectin deposition fluorescence, overnight; inhibition, % at 12.6 µM; 350,000 compounds, 0.086% hits; AID 743247;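 active = mean inhibition across replicates of 30% or more, regardless of how many single replicates reach that level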;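 note: positive control wells lacked labelled fibronectin entirely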
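test system = AH1F fibroblasts assembling fluorescent fibronectin matrix | quantity = 10000 AH1F cells per well | buffer or medium = DMEM plus 2% serum, read in PBS | doses = single dose, pinned | incubation = 1 h cell attachment, overnight exposure to compound and label | detection = fluorescence at 485 nm excitation, 525 nm emission | read-out basis = inhibition from reduced deposited-fibronectin fluorescence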
RAD54 inh – blocks human RAD54 Holliday junction branch migration. Q92698. FAM/BHQ fluorescence. inhibition, % at 10.4 µM. 360,000 compounds, 0.14% hits. AID 602329;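 active = mean normalized replicate activity at least 40 and at least half of replicates scoring 40 or more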;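 note: 0% = median of neutral control wells and 100% = median of positive control wells; inhibitors cause a drop in the FAM fluorescence signal; in these data hits start at about 50%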
RAD52 anneal inh – RAD52 (human) annealing inhibition | inhibition, % at 18.7 µM | 360,000 compounds, 0.46% hits | P43351 | recombinant RAD52 DNA annealing, FRET fluorescence;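 active = every replicate showing at least 50% inhibition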
Target sequence (P43351 whole entry, looked up): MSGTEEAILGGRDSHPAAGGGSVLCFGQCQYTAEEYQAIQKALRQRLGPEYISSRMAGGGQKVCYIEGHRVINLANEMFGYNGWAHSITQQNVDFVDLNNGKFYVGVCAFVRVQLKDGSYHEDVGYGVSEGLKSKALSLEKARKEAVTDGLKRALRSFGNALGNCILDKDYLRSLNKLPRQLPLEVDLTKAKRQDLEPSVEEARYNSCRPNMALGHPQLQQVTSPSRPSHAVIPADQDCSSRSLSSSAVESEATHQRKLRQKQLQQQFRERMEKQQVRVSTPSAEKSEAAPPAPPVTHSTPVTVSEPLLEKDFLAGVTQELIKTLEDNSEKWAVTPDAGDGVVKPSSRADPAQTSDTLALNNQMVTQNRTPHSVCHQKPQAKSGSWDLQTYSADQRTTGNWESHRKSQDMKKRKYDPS
Xi reactivation – X-chromosome reactivation activator; activation, % at 7.58 µM; 360,000 compounds, 0.055% hits; XiGFP mouse fibroblasts, % GFP-positive cells imaging, 3 d; cells co-treated with 5-aza-dC sensitizer; scaled so ellipticine positive control = 100%; AID 743238;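 active = mean normalized replicate activation at least 10% and every replicate at or above 10%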;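 note: 0% = median of on-plate neutral control wells and 100% = ellipticine 6 µM median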
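Schedule: 3 d treatment, 15 min room-temperature fixation; system: 68-5-11 XiGFP fibroblast line; buffer or medium: DMEM plus 5-aza-dC sensitizer; control set: ellipticine 6 µM positive control; compound: one concentration, pinned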
S100A4 MyoIIA – inhibitors of human S100A4 binding to myosin IIA peptide; inhibition, % at 10.7 µM; 360,000 compounds, 0.14% hits; S100A4/TAMRA-MyoIIA peptide fluorescence polarization; P26447;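 active = mean inhibition of at least 70% across replicates, with every replicate also reaching that level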
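Test system – S100A4 monomer (human) · Compound – single-point compound testing · Schedule – 5 min incubation before reading · Probe or stimulus – TAMRA-labelled myosin IIA heavy-chain peptide probe, 5 nM · Benchmarks – neutral control DMSO, positive control TFP · Medium – Calcium-containing HEPES buffer, pH 7.2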
E-sel inducer – induces E-selectin expression in human endothelial cells | HUVEC E-selectin immunofluorescence imaging; normalized: neutral wells 0, TNF-alpha wells 100 | activation, % at 7.58 µM | 260,000 compounds, 0.37% hits;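 active = mean E-selectin-positive cell signal at least 10% of the positive control, reached in at least 60% of replicates, without over 20% cell loss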;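 note: in these data hits start at about 27%; measured in HUVEC primary endothelial cells; signal is the percent of cells scored E-selectin positive by PE staining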
Target sequence (P16581 whole entry, looked up): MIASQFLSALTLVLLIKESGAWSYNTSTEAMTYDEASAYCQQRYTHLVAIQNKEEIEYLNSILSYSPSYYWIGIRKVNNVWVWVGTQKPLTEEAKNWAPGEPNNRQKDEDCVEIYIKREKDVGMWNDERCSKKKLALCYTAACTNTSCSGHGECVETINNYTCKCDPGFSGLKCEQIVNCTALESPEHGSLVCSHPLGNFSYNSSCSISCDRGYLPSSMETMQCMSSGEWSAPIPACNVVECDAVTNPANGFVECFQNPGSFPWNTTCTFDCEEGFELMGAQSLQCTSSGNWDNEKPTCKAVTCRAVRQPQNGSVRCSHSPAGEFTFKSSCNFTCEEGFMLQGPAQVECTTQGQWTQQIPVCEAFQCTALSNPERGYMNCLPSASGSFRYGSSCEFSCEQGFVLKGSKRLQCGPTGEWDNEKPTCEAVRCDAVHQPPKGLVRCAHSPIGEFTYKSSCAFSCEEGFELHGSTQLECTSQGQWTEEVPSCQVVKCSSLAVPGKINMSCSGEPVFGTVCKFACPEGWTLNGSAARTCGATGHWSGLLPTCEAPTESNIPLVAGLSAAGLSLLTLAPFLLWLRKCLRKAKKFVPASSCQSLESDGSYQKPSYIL
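Read-out basis: % PE-positive cells; Test system: HUVEC primary endothelial cells; Technique: immunofluorescence imaging; Dosing: single-point compound dose.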
esBAF inh – blocks esBAF chromatin remodeling in mouse ES cells. AID 602393. Bmi1-luciferase knock-in reporter, 24 h; 100% = twice the neutral-well signal. 350,000 compounds, 2% hits. reporter increase, % at 12.5 µM; in the data active = activation above about 40%;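 note: 0% = median of the plate's neutral control wells and 100% = double that signal; a rise in the Bmi1 reporter signal indicates esBAF inhibition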
EWS-Fli block – EWS/Fli transcriptional activity inhibition; AID 651661; 350,000 compounds, 0.67% hits; inhibition, % at 12.6 µM; A673 NR0B1-luciferase reporter, viability-normalised;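 active = mean inhibition of at least 50% after viability correction, with every replicate also passing that limit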;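 note: firefly luciferase signal divided by Alamar Blue viability fluorescence both relative to DMSO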
Active calls of the source: *; / = no result given; & = joins results of further samples.

SMILES	FN deposition inh	RAD54 inh	RAD52 anneal inh	Xi reactivation	S100A4 MyoIIA	E-sel inducer	esBAF inh	EWS-Fli block
COc1ccc(C(=O)N2N=C(c3cccc(NS(C)(=O)=O)c3)CC2c2cccs2)cc1 (configuration not stated)	6	4	-30	0.3	3	-0.2	12	7
C/C(=N\NC(=O)c1ccc(Cn2cc(Br)cn2)o1)c1ccc(NC(=O)c2ccoc2C)cc1	3	3	-18	0.1	4	-0.5	47*	-29
COc1ccc(S(=O)(=O)N(C)C[C@@H]2OCCCC[C@@H](C)Oc3ccc(NS(=O)(=O)c4c(C)noc4C)cc3C(=O)N([C@H](C)CO)C[C@@H]2C)cc1	2	-3	10	-0.2	-35	-0.2	-7	-5
Cc1cc(CNC(=S)Nc2ccc(S(=O)(=O)Nc3ncccn3)cc2)nn1C	7	4	-11	0.0	2	-0.1	/	/
C/C=C/c1ccc2c(c1)O[C@H](CN(C)C(=O)c1ccc3c(c1)OCO3)[C@H](C)CN([C@H](C)CO)S2(=O)=O	-27	-2	-7	-1.3	22	1.4	-1	12
COC(=O)c1cc(NC(=O)Cn2c(=O)oc3ccccc32)cc(C(=O)OC)c1	-7	-12	-11	/	0	/	-2	17
COC(=O)c1ccc(Cl)cc1NC(=O)/C=C/c1ccc(C)o1	2	/	-29	0.1	-1	/	/	-13
CCOc1ccc(OCCNC(=O)C(NC(=O)c2c(F)cccc2F)C(C)C)cc1 (configuration not stated)	-8	11	-9	0.1	1	-0.7	6	-6
CC(C)NC(=O)Nc1ccc2c(c1)C(=O)N([C@@H](C)CO)C[C@@H](C)[C@H](CN(C)C(=O)c1ccccc1)OCCCC[C@H](C)O2	/	/	/	0.1	/	-0.2	-3	0
COc1ccccc1CN1CC(C(=O)NCCc2ncccc2C)CCC1=O (configuration not stated)	14	9	-1	0.3	-6	/	0	0
O=C1CC(N(Cc2cccs2)C(=O)Nc2ccccc2)C(=O)N1c1ccc(Cl)cc1 (configuration not stated)	9	-8	-5	0.0	11	1.3	/	-1
COc1ccc(NC(=O)N(C)C[C@@H]2Oc3cc(Br)ccc3S(=O)(=O)N([C@H](C)CO)C[C@H]2C)cc1	-2&6	4&0	-22&8	-0.1&-1.2	-1&-12	0.0	-4&6	-4&7
CCC(=O)N(C)C[C@@H]1Oc2ncc(/C=C/c3ccccc3)cc2C(=O)N([C@H](C)CO)C[C@H]1C	-17	7	8	0.3	11	-0.1	-4	-12
Cc1c(C(=O)O)sc2nc(/C=C/c3ccccc3OC(F)F)[nH]c(=O)c12	3	-1	-8	0.0	-2	/	-4	3
COCC(=O)N1CCC(Oc2ccc(C(=O)N3C[C@@H](C)O[C@@H](C)C3)cc2)CC1	/	-9	0	-0.1	7	0.1	/	/
Cc1ccc(Sc2ccc(NC(=O)CCN3C(=O)NC4(CCCC4)C3=O)cc2)c(C)c1	0	-3	-35	0.2	-3	/	-8	3
O=C(CN1CCOCC1)N[C@@H]1CC[C@@H](CCNC(=O)C2CCC2)O[C@@H]1CO	-8	8	7	1.7	16	0.0	-5	-1
CN1CCN(C(=O)C[C@@H]2C[C@H]3c4cc(NS(C)(=O)=O)ccc4O[C@H]3[C@H](CO)O2)CC1	-9	-11	2	0.0	15	-0.1	8	4
CCN(CC)C(=O)Cn1nc(-c2ccncc2)nc1SCC(=O)Nc1ccc(OC)cc1	0	-8	-10	0.0	4	2.7	3	-4
COc1cccc(CNC(=O)C[C@H]2CC[C@@H]3[C@H](COc4ccc(NS(=O)(=O)c5ccccc5F)cc4C(=O)N3C)O2)c1	2	-5	20	0.1	0	-0.2	1	4
CC(=O)Nc1cc(-c2cccc(C(=O)N(C)C)c2)cn2c(-c3cccc(C(F)(F)F)c3)cnc12	-5	-1	-7	-0.1	-16	1.2	1	11
CC(=O)N(C)C[C@@H]1OCc2ccccc2-c2c(n(C)c3ccccc23)C(=O)N([C@@H](C)CO)C[C@@H]1C	-9&9	/	-13	0.1&-0.3	-2	4.5	/	4
S=C(Cc1ccccc1)NCCc1ccccc1	-8	-5	-6	0.2	-5	-0.1	-3	-8
CC(C)CC#Cc1ccc([C@@H]2[C@@H](CO)N3C(=O)CN(C(=O)CN4CCOCC4)C[C@@H]23)cc1	/	/	7	0.3	-1	0.8	/	-10
CCCNC(=O)C1(CC2CC(c3ccccc3)=NO2)CCN(C(=O)C2(C)CC2)CC1 (configuration not stated)	-2	13	0	-0.1	-2	0.2	-8	-11

Structures shown so far that have a Cl atom (two):
SMILES	FN deposition inh	RAD54 inh	RAD52 anneal inh	Xi reactivation	S100A4 MyoIIA	E-sel inducer	esBAF inh	EWS-Fli block
COC(=O)c1ccc(Cl)cc1NC(=O)/C=C/c1ccc(C)o1	2	/	-29	0.1	-1	/	/	-13
O=C1CC(N(Cc2cccs2)C(=O)Nc2ccccc2)C(=O)N1c1ccc(Cl)cc1 (configuration not stated)	9	-8	-5	0.0	11	1.3	/	-1

Continuation:
SMILES	FN deposition inh	RAD54 inh	RAD52 anneal inh	Xi reactivation	S100A4 MyoIIA	E-sel inducer	esBAF inh	EWS-Fli block
CC(=O)C12CC(C)=C(C)CC1CC1C3CCC4=CC(=O)CCC4(C)C3CCC12C (configuration not stated)	-11	-3	-16	-0.2	-2	0.0	/	12
Cc1cccc(N2CCN(C(=O)c3ccc(CS(=O)Cc4ccc(Cl)cc4)o3)CC2)c1C (configuration not stated)	7	1	-23	0.1	-1	/	1	13
COc1ccc(C(=O)OCC(=O)c2ccc(C)c(S(=O)(=O)N3CCOCC3)c2)cc1OC	-3	-7	-21	0.0	4	0.1	-5	5
CC1=C(C(=O)Nc2ccccc2C)C(c2ccc(C)o2)C2=C(CCCC2=O)N1 (configuration not stated)	/	10	-4	/	-28	/	2	9
Cc1noc(C)c1C(=O)Nc1cc(Cl)ccc1N1CCOCC1	21	2	-12	0.0	1	0.5	-8	-2
Cc1noc(C)c1S(=O)(=O)Nc1ccc2c(c1)C(=O)N([C@H](C)CO)C[C@@H](C)[C@@H](CN(C)S(=O)(=O)c1ccccc1)OCCCC[C@@H](C)O2	3	-7	-40	0.0	-12	0.0	-5	4
CN1CCN(c2oc(-c3ccc([N+](=O)[O-])cc3)nc2C#N)CC1	1	/	-2	0.1	-1	2.3	1	-6
CCN(CC)C(=O)c1[nH]cnc1C(=O)N[C@H](C)c1ccccc1	2	-1	0	0.2	3	-0.1	2	-11
CC1(C)OC(=O)C2=C(C[C@@H](C3CCCCC3)O[C@H]2c2ccc(F)cc2)O1	-7	-8	-5	-0.1	-2	0.1	1	2
C[C@H](CO)N1C[C@H](C)[C@@H](CN(C)C(=O)Nc2ccc3c(c2)OCO3)Oc2ncc(-c3ccccc3)cc2C1=O	/	-6	-9	-0.7	-6	0.1	3	-6
CC(C)C(=O)Nc1ccc2c(c1)nc(CCN1CCN(C)CC1)n2C	/	6	1	/	6	/	-1	-6
CC(C)NS(=O)(=O)c1ccc(NC(=O)c2cccnc2)cc1	0	-6	-11	0.1	-9	-0.1	-1	-1
O=C1NC2(O)C(=O)c3ccccc3C2(O)N1 (configuration not stated)	-3	/	-22	0.0	-3	/	/	-2
CC(C)CC(=NNC(=O)c1ccncc1)c1cc(Cl)ccc1O	11	-17	-15	0.3	2	-0.1	-32	-1
CCOC(=O)c1c(C)c(C(=O)NCc2ccccc2OC)c(C)n1C	-4	-6	-12	/	-12	/	-8	/
Cc1cnc(C)c(Nc2nc(C(N)c3ccccc3)cs2)n1 (configuration not stated)	5	22	-17	0.0	-1	0.7	0	7
Cc1ccc(NC(=O)CCN2CCN(CCO)CC2)cc1Br	11	16	-2	0.5	-1	/	-2	-4
Cc1ccc(CCN=c2c([N+](=O)[O-])nn(-c3ccccc3)n2O)cc1	0	/	9	0.2	6	-1.4	/	8
COc1cccc(CNc2ccc(F)c([N+](=O)[O-])c2)c1O	3	/	-16	0.1	-2	/	/	-2
C[C@H]1CN([C@@H](C)CO)S(=O)(=O)c2ccc(C#Cc3cccc(F)c3)cc2O[C@H]1CN(C)C(=O)NC1CCCCC1	6	0	-2	0.0	6	6.2	7	20
O=C(O)Cn1ccc2cc(S(=O)(=O)N3CCCCC3)ccc21	3	0	-9	0.1	-8	0.0	-1	-16
O=C(NNC(=O)c1ccncc1)Nc1cccc(C(F)(F)F)c1	5	-15	3	-0.1	-3	-0.2	-10	/
CO[C@@H]1CN(C)C(=O)c2cc(NC(=O)c3cc(C)on3)ccc2OC[C@@H](C)N(C(=O)C2CC2)C[C@H]1C	-11	2	-11	0.4	4	-0.1	-7	-3
C[C@H]1CCCCO[C@@H](CN(C)S(=O)(=O)c2ccc(F)cc2)[C@@H](C)CN([C@@H](C)CO)C(=O)c2cc(NC(=O)CCC(F)(F)F)ccc2O1	7	7	28	0.0	-4	/	2	16
C[C@H](CO)N1C[C@H](C)[C@@H](CN(C)C(=O)Nc2ccc3c(c2)OCO3)Oc2c(cccc2N(C)C)C1=O	5&4	7&-4	-7&-5	-1.0&0.0	0&-5	-0.1&-0.1	2&4	-12&-10
Later entries.
SMILES	FN deposition inh	RAD54 inh	RAD52 anneal inh	Xi reactivation	S100A4 MyoIIA	E-sel inducer	esBAF inh	EWS-Fli block
CC(C(=O)NCC1CCCCC1)N(C)CC(=O)Nc1ccc(N2CCOCC2)cc1 (configuration not stated)	-4	/	-15	-0.2	-7	0.2	/	0
Cn1c(=O)c2c(nc(SCc3ccc(F)cc3)n2C)n(C)c1=O	-4	10	-8	0.0	-7	0.2	2	-2
Cc1csc(=O)n1CC(=O)OC(C)C(=O)Nc1ccc(N(C)C)cc1 (configuration not stated)	-14	-7	-6	0.0	-11	-1.1	3	0
CN(Cc1ccccc1)C(=O)CCS(=O)(=O)c1ccc2c(c1)n(C)c(=O)c(=O)n2C	6	-9	0	-0.2	-3	/	-25	2
COc1ccc(-c2ccnc3c(C#N)cnn23)cc1	-5	1	-13	0.0	-1	/	-4	1
CN(C)C(=O)COC(=O)c1cccc(S(=O)(=O)N2CC3(C)CC2CC(C)(C)C3)c1 (configuration not stated)	4	-4	-18	0.2	-5	-0.7	-1	4
COc1ccc(CCNC(=O)CN2CCC(n3nnc4cc(F)ccc43)CC2)cc1OC	/	5	-5	/	-14	/	-4	-1
C[C@H]1CCCCO[C@@H](CN(C)Cc2ccccc2)[C@@H](C)CN([C@@H](C)CO)C(=O)c2cc(NS(=O)(=O)c3cn(C)cn3)ccc2O1	6	0	-2	0.0	7	-0.2	-5	0
Cc1ccc(OCCCN2CCC(C(O)(c3ccccc3)c3ccccc3)CC2)cc1	18	/	40	0.4	-3	1.1	/	26
C[C@@H]1CN([C@@H](C)CO)C(=O)c2cc(N(C)C)ccc2O[C@H]1CN(C)Cc1ccc(Cl)c(Cl)c1	-13	9	21	-1.0	0	0.0	-6	4
COc1ccc(/C=N/NC(=O)c2cccc(NC(=O)c3ccccc3Cl)c2)cc1	9	5	-8	0.0	-2	/	7	37

An excerpt from above in order of their number in esBAF inh, high to low.
Structure,esBAF inh
COc1ccc(/C=N/NC(=O)c2cccc(NC(=O)c3ccccc3Cl)c2)cc1,7
Cc1csc(=O)n1CC(=O)OC(C)C(=O)Nc1ccc(N(C)C)cc1 (configuration not stated),3
CN(C)C(=O)COC(=O)c1cccc(S(=O)(=O)N2CC3(C)CC2CC(C)(C)C3)c1 (configuration not stated),-1
COc1ccc(-c2ccnc3c(C#N)cnn23)cc1,-4
